MrgX1 agonist: activates human MrgX1 receptor signaling; Q96LB2; MrgX1-HEK293 cells, Fluo-4 calcium fluorescence, agonist mode; hits give high values; B-score at 10 µM; 310,000 compounds, 0.44% hits;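 active = calcium response B-score plate-corrected fluorescence ratio at least 3 library SD, with starting fluorescence B-score inside 5 SD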
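Test system: HEK293 cells stably expressing human MrgX1 receptor; Input: fifteen thousand cells per well; Dosing: compound delivered in addition one of three; Schedule: overnight seeding, then 1 h dark dye loading; Technique: Fluo-4 NW calcium fluorescence; Measure: B-scored fluorescence response ratio; Controls: positive and negative controls per plate.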
RGS4 inh: inhibitors of human RGS4 | P49798 | AID 463165 | B-score at 10 µM | 310,000 compounds, 0.45% hits | HEK293 M3R/RGS4 inducible, Fluo-4 calcium flux; hits give high values; triggered by carbachol at its EC20;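 active = B-score, a plate-corrected calcium signal, over three deviations above library mean, with baseline fluorescence within five deviations of library mean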;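 also: RGS4 expression induced by doxycycline in cells with stable M3 receptor; B-score is computed from the integrated fluorescence ratio over baseline after carbachol; higher B-score means a larger calcium signal and so more RGS4 inhibition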
TRPC6 act: mouse TRPC6 channel activation; 310,000 compounds, 0.13% hits; HEK293-TRPC6 membrane potential dye fluorescence; hits give high values; B-score at 10 µM; AID 2550; Q61143;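 active = B-score of the integrated fluorescence ratio above library mean plus 3 SD, and starting fluorescence ratio within library mean plus 5 SD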;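 also: higher score means more depolarization so channel activation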
Target sequence (Q61143 whole entry, looked up): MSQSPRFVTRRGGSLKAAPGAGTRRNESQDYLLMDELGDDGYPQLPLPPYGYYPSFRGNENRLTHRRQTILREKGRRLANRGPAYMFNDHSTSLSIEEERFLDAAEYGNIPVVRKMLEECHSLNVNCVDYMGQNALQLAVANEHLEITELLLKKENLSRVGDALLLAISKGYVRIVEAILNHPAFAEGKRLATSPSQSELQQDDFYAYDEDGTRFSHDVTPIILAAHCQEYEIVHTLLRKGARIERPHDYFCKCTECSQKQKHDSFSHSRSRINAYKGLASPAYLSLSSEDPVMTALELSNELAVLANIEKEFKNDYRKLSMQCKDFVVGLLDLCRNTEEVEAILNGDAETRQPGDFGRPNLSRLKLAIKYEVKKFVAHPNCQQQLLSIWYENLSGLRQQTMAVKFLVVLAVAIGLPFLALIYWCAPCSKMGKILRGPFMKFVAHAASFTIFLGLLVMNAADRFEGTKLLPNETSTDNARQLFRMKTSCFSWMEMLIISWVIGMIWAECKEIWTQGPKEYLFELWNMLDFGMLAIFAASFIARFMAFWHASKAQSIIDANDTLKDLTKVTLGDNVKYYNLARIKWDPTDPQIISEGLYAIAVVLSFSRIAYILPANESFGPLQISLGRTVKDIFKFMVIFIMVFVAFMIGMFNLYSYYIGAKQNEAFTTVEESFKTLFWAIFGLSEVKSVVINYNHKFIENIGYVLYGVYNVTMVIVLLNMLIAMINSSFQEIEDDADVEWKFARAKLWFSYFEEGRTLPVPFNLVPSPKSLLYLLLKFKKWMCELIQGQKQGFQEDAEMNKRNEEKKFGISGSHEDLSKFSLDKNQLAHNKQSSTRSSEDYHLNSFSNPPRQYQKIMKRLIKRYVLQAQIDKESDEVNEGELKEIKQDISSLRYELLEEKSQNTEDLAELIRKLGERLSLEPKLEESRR
HIF activator: HIF pathway transcriptional activation | U2OS HRE-luciferase reporter, luminescence; normalized: DMSO 0%, desferrioxamine 100% | activation, % at 7.5 µM (by protocol) | 300,000 compounds, 0.32% hits | AID 1910;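 active = mean activation of at least 10% of the iron chelator positive control signal, with at least half of replicates also reaching 10%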
TRPC6 inhibitor: inhibitors of mouse TRPC6 channel; Q61143; B-score at 10 µM; 310,000 compounds, 1.1% hits; HEK293-TRPC6, membrane potential dye, ACh-evoked depolarization; hits give low values;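 active = B-score under library mean minus 3 SD, initial fluorescence not abnormally high, positive integrated signal ratio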;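 also: B-score derived from integrated fluorescence ratio over the kinetic read; more negative B-score means stronger inhibition of depolarization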
SKKanGAS inh: blocks kanamycin growth of S. pyogenes SKKanGAS strain; BacTiter-Glo, 6 h; inhibition, % at 7.5 µM; 300,000 compounds, 1.3% hits;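 active = mean replicate score, as percent of positive control median, at least 50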;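 also: strain carries kanamycin resistance gene driven by streptokinase promoter and grows in 40 µg/ml kanamycin; loss of luminescence reflects streptokinase promoter inhibition or plain growth inhibition; 0% = median of DMSO wells and 100% = positive control at its reference dose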
MrgX1 antagonist: antagonists of human MrgX1 receptor; Q96LB2; MRGX1-HEK293 calcium flux, Fluo-4, BAM8-22 antagonism; hits give low values; B-score at 10 µM; 310,000 compounds, 1.3% hits; AID 588676;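 active = calcium-response B-score plate-corrected more than 3 library SD below zero, starting fluorescence within 5 deviations, no agonist response on first addition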;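 also: peak minus trough fluorescence over baseline after final BAM8-22 challenge near maximal dose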
RGS4 act: RGS4 potentiation or activation; 310,000 compounds, 0.92% hits; HEK293 M3R/inducible RGS4, carbachol calcium flux Fluo4; hits give low values; AID 463111; B-score at 10 µM;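 active = B-score of the integrated calcium signal more than 4 SD below the library mean, with starting fluorescence not abnormally high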;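 also: negative B-score means reduced calcium response which marks RGS4 activation or potentiation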
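test system = HEK293 cells with stable M3R and inducible RGS4 | schedule = recording 10 s baseline at 1 Hz, 100 s post-agonist | technique = Fluo4-AM (2 µM) calcium-flux fluorescence, kinetic read | measure = Agonist-evoked peak-minus-minimum fluorescence over baseline, integrated ratio, B score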
MrgX1 PAM: allosterically activates human MrgX1 receptor signaling. AID 588675. B-score at 10 µM. 310,000 compounds, 0.63% hits. MrgX1-HEK293, Fluo-4 calcium flux, FDSS; hits give high values;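 active = plate-corrected calcium response at least 3 library SD above typical, normal starting fluorescence, not activating the receptor alone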;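 also: compound read alongside a low EC10 to EC30 dose of BAM8-22 agonist; peak minus trough fluorescence over baseline measured at the second addition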
Platelet DG rel: platelet dense granule release activity | human platelet-rich plasma, SFLLRN dense granule ATP release, luminescence | inhibition, %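 (compounds screened at 7.5 µM in platelet-rich plasma)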 | 300,000 compounds, 0.22% hits;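 active = mean replicate score, as percent of positive control, at or above 50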
TRPC4 block: TRPC4 (mouse) channel inhibition; Q9QUQ5; HEK293 TRPC4beta/mu-opioid, DAMGO-evoked Fluo4 calcium flux; hits give low values; B-score at 10 µM; 300,000 compounds, 0.39% hits;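 active = B-score over 3 SD under the library average, no early fluorescence shift, positive overall ratio signal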
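Material: HEK293 cells with stable TRPC4beta plus mu-opioid receptor expression; probe or stimulus: DAMGO in two steps, submaximal then maximal; technique: Fluo4 calcium fluorescence by kinetic imaging, 5 s 1 Hz baseline; measure: integrated fluorescence ratio relative to baseline, converted to per-well B score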
Starred values were filed as active, the others as inactive; i = inactive; x = not tested or not shown. An unsorted share of the library, and some 6.1% of all compounds hit somewhere here.

SMILES | MrgX1 agonist | RGS4 inh | TRPC6 act | HIF activator | TRPC6 inhibitor | SKKanGAS inh | MrgX1 antagonist | RGS4 act | MrgX1 PAM | Platelet DG rel | TRPC4 block
Cc1ccc(C(=O)Nc2ccc(N3CCN(C(=O)c4cccs4)CC3)cc2)c(Cl)c1 | i | i | i | -0.6 | i | 1 | i | i | i | -2 | i
O=C(Nc1nccs1)c1c(O)c2c([nH]c1=O)CCCC2 | i | i | i | x | i | -12 | i | i | i | -9 | i
COc1ccc(CCn2c(NCCCN3CCOCC3)nc3c2c(=O)[nH]c(=O)n3C)cc1 | i | i | i | 0.2 | i | 4 | i | i | i | 4 | i
Cc1ccc(-n2nnnc2SCC(=O)Nc2ccccc2N2CCCCC2)cc1C | i | i | i | -0.3 | i | 34 | i | i | i | 0 | i
CCOc1ccc2c(c1)[nH]c(=S)n2C | i | i | i | -0.1 | i | -8 | i | i | i | -5 | i
CCOC(=O)C1=C(C)N=c2s/c(=C/c3cccc(OCC(=O)O)c3)c(=O)n2C1c1ccc(F)cc1 (centres undefined) | i | i | i | -1.3 | i | 28 | i | i | i | -2 | i
CC1(C(=O)O)CCC(C(=O)Nc2cccc(F)c2)C1(C)C (centres undefined) | i | i | i | 0.0 | i | -3 | i | i | i | -7 | i
COC(=O)c1cc(NC(=O)CC2NCCNC2=O)cc(C(=O)OC)c1 (centres undefined) | i | i | i | 0.0 | i | -9 | i | i | i | 9 | x
Cc1sc(C(C2C(=O)CC(C)(C)CC2=O)C2C(=O)CC(C)(C)CC2=O)cc1[N+](=O)[O-] | i | 24* | i | -0.2 | i | 5 | i | i | i | -1 | i
Cc1cc(C)cc(N=c2c([N+](=O)[O-])nn(-c3cccc(Cl)c3)n2O)c1 | i | i | i | 0.2 | i | 17 | i | i | i | 0 | i
Cc1ccc(NC(=O)Cn2nc(C(=O)O)c3ccccc3c2=O)c([N+](=O)[O-])c1 | i | i | i | -0.2 | i | -3 | i | i | i | -10 | i
Cc1cc(/C=C(\C#N)C(=O)Nc2ccccc2F)c(C)[nH]1 | i | i | i | 5.4 | i | -5 | i | i | i | 0 | i
c1ccc(-c2nnc(SCCC3OCCCO3)o2)cc1 | i | i | i | 3.4 | i | -1 | i | i | i | 1 | i
Cn1cnnc1SCC(=O)Nc1ccc(F)cc1 | i | i | i | 1.0 | i | 5 | i | i | i | -5 | i
COC(=O)c1nc(N)sc1C | i | i | i | 0.5 | i | -9 | i | i | i | 13 | i
CCOC(=O)c1c(NC(=S)N2CCCCC2)sc2c1CCN(C(=O)OCC)C2 | i | i | i | -0.5 | i | 10 | i | i | i | -5 | i
Clc1ccc(Nc2ccc3ccccc3n2)cc1 | i | i | i | 1.8 | i | 6 | i | i | i | 5 | i
Cc1ccc(/C=C/C(=O)NCc2ccc(S(N)(=O)=O)cc2)o1 | x | i | i | 0.8 | i | 7 | x | i | x | 0 | i
COc1ccc2cc(C(=O)O)ccc2c1 | i | i | i | -0.4 | i | -1 | i | i | i | -7 | i
CCOc1ccc(NC(=O)c2cc(OC)nc3ccccc23)cc1 | i | i | i | -3.0 | i | 2 | i | i | i | -1 | i
COc1ccc(CC(=O)NCCCSc2ccccc2)cc1OC | i | i | i | -0.2 | i | -5 | i | i | i | -7 | i
Cc1ccc(C(=O)Nc2ccccc2C(=O)N2CCOCC2)cc1[N+](=O)[O-] | i | i | i | 0.3 | i | -11 | i | i | i | -1 | i
COc1n[nH]c(C(=O)Nc2cc(Cl)ccc2Cl)c1[N+](=O)[O-] | i | i | i | 0.2 | i | 31 | i | i | i | 6 | i
CCN1CCN(c2cc(C)c3cc(NC(=S)N4CCOCC4)ccc3n2)CC1 | i | i | i | 1.2 | i | -2 | i | i | i | 5 | i
Cc1cccn2cc(CCNC(=O)Cc3cccs3)nc12 | i | i | i | -0.4 | i | -4 | i | i | i | -4 | i
COc1ccc(N2CCOCC2)c(NC(=O)c2cccc3ccccc23)c1 | i | i | i | 0.7 | i | 2 | i | i | i | 0 | i
CCOC(=O)c1c(C2COc3ccccc3O2)csc1N (centres undefined) | i | i | i | -0.3 | i | 4 | i | i | i | -2 | i
CCOc1ccccc1-n1c(C)nc2cc(C(=O)O)ccc21 | i | i | i | -0.2 | i | 3 | i | i | i | -8 | i
CCCCCCCCS(=O)C1CS(=O)(=O)CC1O (centres undefined) | i | i | i | -0.3 | i | -12 | i | i | i | 2 | i
NS(=O)(=O)c1ccc(CCNCc2ccccc2OCc2ccc(F)cc2)cc1 | i | i | i | 0.9 | i | -1 | -4.8* | i | i | -2 | -6*
CN(C)c1ccc(/C=N/NC(=O)C(=O)N2CCCCCC2)cc1 | i | i | i | 1.1 | i | -22 | i | i | i | -15 | i
O=C(NCc1ccco1)c1cccc(F)c1 | i | i | i | -0.4 | i | 0 | i | i | i | 11 | i
COc1ccc(S(=O)(=O)N2CCOCC2)cc1NC(=O)Cc1ccc(Cl)c(Cl)c1 | i | i | i | -0.1 | i | -1 | i | i | i | 2 | i
CCc1ccc(C(=O)N2CCN(c3ccc(NC(=O)c4cccnc4)cc3)CC2)cc1 | i | i | i | 0.1 | i | 9 | i | i | i | 1 | i
CCOC(=O)C(C(=O)Nc1nc2ccccc2s1)C1CCCCC1 (centres undefined) | i | i | i | -0.5 | i | -3 | i | i | i | 1 | i
O=C(NCC1CCCO1)C(=O)NCC1CCCN1S(=O)(=O)c1ccccc1 (centres undefined) | i | i | i | 0.0 | i | -3 | i | i | i | 1 | i
CCOC(=O)C(CC)(CCC(=O)O)c1csc(Nc2ccc(C)cc2)n1 (centres undefined) | i | i | i | -0.1 | i | 7 | -7.4* | i | i | 0 | i
Cc1ccc(S(=O)(=O)N2C(=O)CCC2C(=O)O/N=C(\N)c2ccccc2)cc1 (centres undefined) | i | i | i | 1.0 | i | -3 | i | i | i | 6 | i
CC(C)NC(=O)CSc1nnc2sc3ccccc3n12 | i | i | i | 1.8 | i | 1 | i | i | i | 0 | i
CNS(=O)(=O)c1cccc(C(=O)Nc2cccnc2)c1 | i | i | i | -0.4 | i | -5 | i | i | i | 10 | i

Entries above that bear a hit mark in RGS4 inh:
SMILES	RGS4 inh	TRPC6 act	MrgX1 antagonist	Platelet DG rel	TRPC4 block
Cc1sc(C(C2C(=O)CC(C)(C)CC2=O)C2C(=O)CC(C)(C)CC2=O)cc1[N+](=O)[O-]	24*	i	i	-1	i

New compounds follow:
SMILES | MrgX1 agonist | RGS4 inh | TRPC6 act | HIF activator | TRPC6 inhibitor | SKKanGAS inh | MrgX1 antagonist | RGS4 act | MrgX1 PAM | Platelet DG rel | TRPC4 block
CCN(C(=O)CSc1nc2cc(C(=O)O)ccc2c(=O)n1Cc1ccccc1)c1ccccc1 | i | i | i | 0.0 | i | 37 | i | i | i | 1 | i
CCOc1nc(SCCOc2ccc(Cl)cc2Cl)nc(N(C)C)n1 | i | i | i | -1.0 | i | -1 | i | i | i | -6 | i
CCn1c(=O)cc(OCC(=O)N2CCN(C(=O)c3ccco3)CC2)c2ccccc21 | i | i | i | -0.1 | i | 4 | i | i | i | 8 | i
COc1cccc(C2NC(CC(C)C)(C(=O)O)C3C(=O)N(Cc4ccccc4)C(=O)C23)c1O (centres undefined) | i | i | i | 0.1 | i | 3 | i | i | i | -4 | i
CC(=O)c1cnc(SCc2ccc(Cl)cc2)nc1C | i | i | i | -1.2 | i | 15 | i | i | i | 22 | i
CCOC(=O)c1ccc(S(=O)(=O)N2CCN(CC(O)COc3ccc(C#N)cc3)CC2)cc1 (centres undefined) | i | i | i | -0.9 | i | -2 | i | i | i | 10 | i
Cc1ccc(N2CC3=C(C2=O)C(c2ccccc2)NC(=O)N3C)cc1 (centres undefined) | i | i | i | -0.4 | i | -11 | i | i | i | -80 | i
CCOC(=O)N1CCC(NS(=O)(=O)c2ccc3c(c2)CCN3C(C)=O)CC1 | i | i | i | -0.4 | i | 5 | i | i | i | 6 | i
CCOc1ccc(C(=O)Nc2ccccc2NC(C)=O)cc1OCC | i | i | i | 0.1 | i | 10 | i | i | i | 0 | i
CCCc1nnc(NC(=O)c2cccnc2)s1 | i | i | i | 0.1 | i | -3 | i | i | i | 10 | i
Cc1ccccc1N(CC(=O)NCCSCc1ccccc1)S(C)(=O)=O | i | i | i | -0.8 | i | 0 | i | i | i | -7 | i
O=C(/C=C/c1ccc(F)cc1)N1CC[C@@]2(O)CCCC[C@H]2C1 | i | i | i | 0.0 | i | 0 | i | i | i | -4 | i
C/C(=N\N1C(C)CCCC1C)c1ccccc1O (centres undefined) | i | i | i | 0.0 | i | 10 | i | i | i | 6 | i
CCOc1ccc(CN2C(=O)c3ccccc3C2=O)cc1C(=O)N1CCC(C(N)=O)CC1 | i | i | i | -14 | i | -14 | i | i | i | -3 | i
Cc1ccc(C(=O)COc2ccc3ccc(=O)oc3c2)cc1 | i | i | i | -0.1 | i | -11 | i | i | i | -6 | i
O=C(Cc1cccs1)Nc1nc(-c2ccc(F)c(F)c2)cs1 | i | i | i | 0.3 | i | 9 | i | i | i | 1 | i
COc1ccc(O)c(C(=O)CC(=O)c2ccccc2)c1 | i | i | i | 0.1 | i | 8 | i | i | i | 2 | i
CN(CCO)c1nc2c(c(=O)n(Cc3ccc(Cl)cc3)c(=O)n2C)n1C | i | i | i | 0.1 | i | 1 | i | i | i | 4 | i
COc1ccc2c(c1)NC(c1ccc(N(C)C)cc1)c1cccn1-2 (centres undefined) | i | i | i | 0.2 | i | 28 | i | i | i | -1 | i
COc1ccc(C(=O)NCc2nnc(SCC(=O)Nc3nc4ccccc4s3)o2)cc1 | i | i | i | 0.1 | i | 2 | i | i | i | 6 | i
COc1ncccc1-c1nnn(-c2ccc(Cl)nc2)n1 | i | i | i | 2.0 | i | 0 | i | i | i | -2 | i
O=C(NCC(=O)N(c1ccccc1F)C(C(=O)NCC1CCCO1)c1ccccc1)c1ccco1 (centres undefined) | i | i | i | -0.4 | i | -4 | i | i | i | -3 | i
CN(C)c1ccc(NC(=O)c2cccc(C(=O)Nc3ccc(N(C)C)cc3)n2)cc1 | i | i | i | x | i | -6 | i | i | i | -2 | i

Bioassay records as filed in PubChem BioAssay.
